KB-V1 MDR tox – KB-V1 MDR subline cytotoxicity | KB-V1 MDR cells viability, CellTiter-Glo, 72 h | Potency, µM (doses to about 46.1 µM), without a hit: top-dose activity change, negative = cytotoxicity, actives largely listed as cytotoxic | 400,000 compounds, 3.4% hits | AID 1347076; also: potency is read from the fitted curve at half-maximal effect; % is scaled to controls: 0 for no effect and ±100 for the full control effect; nearly all actives have a fitted effect of over 60% in size
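KB-V1 cells (P-gp-expressing MDR subline of KB-3-1) in phenol-red-free DMEM with 10% FBS were exposed to library compounds over a concentration series for 72 h at 37 degrees C. Viability read by CellTiter-Glo luminescence; concentration-effect curves fitted after normalization.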
GLP1R inv ag – acts as inverse agonist at human GLP-1 receptor; Potency, µM (top dose mostly 38.3 µM), inactives show at the top dose activity change, negative = inhibition, usual class: inhibitors; HEK293 GLP-1R CRE-luciferase, luminescence, 24 h; GLP-1R form is constitutively active; 410,000 compounds, 1.6% hits; AID 624417; also: potency is read from the fitted curve at half-maximal effect; % is scaled to controls: 0 for no effect and ±100 for the full control effect; nearly all actives have a fitted effect of over 55% in size
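Stable HEK293 clone (constitutively active GLP-1R + cAMP-response luciferase); 200 cells/uL plated, 12 h pre-culture, compound 24 hr, 37 deg C/5% CO2; detection reagent 12 min RT; luminescence.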
aSyn rescue – alpha-synuclein toxicity inhibition in yeast; Yeast expressing alpha-synuclein, growth rescue, BacTiter-Glo, 24 h; Potency, µM (top dose mostly 46.1 µM), for the others: at the top dose growth rescue (activation), usual class: activators; 370,000 compounds, 0.14% hits; also: potency is read from the fitted curve at half-maximal effect; % of control where 0% means no effect; nearly all actives have a fitted effect of over 65% in size
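Readout is rescue of growth in alpha-synuclein-expressing yeast, so inhibitors of toxicity appear as activators. Growth after 24 hr at 30 deg C in galactose medium is quantified by luminescence.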
DRD3 agonist – activates the human D3 dopamine receptor; 410,000 compounds, 0.58% hits; P35462; max activation, %; D3R DiscoveRx beta-arrestin cells, luminescence, 90 min; AID 652048; in the data active = max activation above about 30%; also: 0% is about no effect; mostly tested at two doses, the higher about 12 µM
Target sequence (P35462 whole entry, looked up): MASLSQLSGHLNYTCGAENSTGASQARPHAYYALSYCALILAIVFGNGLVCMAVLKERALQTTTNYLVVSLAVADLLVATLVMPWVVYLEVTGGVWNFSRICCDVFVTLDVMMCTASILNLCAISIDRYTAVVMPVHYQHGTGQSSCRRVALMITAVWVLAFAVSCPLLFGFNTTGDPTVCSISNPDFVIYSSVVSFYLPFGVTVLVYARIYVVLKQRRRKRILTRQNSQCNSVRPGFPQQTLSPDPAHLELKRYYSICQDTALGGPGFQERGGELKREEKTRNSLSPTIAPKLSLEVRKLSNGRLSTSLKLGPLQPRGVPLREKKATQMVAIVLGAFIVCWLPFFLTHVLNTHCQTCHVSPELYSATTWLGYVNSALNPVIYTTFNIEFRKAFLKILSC
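Agonist-mode cell screen: cells plated at 1500/well and incubated overnight at 37 °C, then exposed to library compounds for 90 min at 37 °C. Detection reagent was added for 30–60 min at room temperature, and luminescence was read.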
PTHR1 agonist – agonists of human PTHR1 parathyroid hormone receptor. HEK293 GP2 PTHR1 cells, GloSensor cAMP luminescence, 1 h. AID 743266. Q03431. Potency, µM (highest dose often 115 µM), for inactives: at the highest dose activation, actives largely listed as activators. 410,000 compounds, 0.075% hits; also: potency is read from the fitted curve at half-maximal effect; nearly all actives have a fitted effect of over 55% in size; some results filed as inactive show a strong effect at the top dose; inactives centre near -15; many of its hits are not listed in these tables
Target sequence (Q03431 whole entry, looked up): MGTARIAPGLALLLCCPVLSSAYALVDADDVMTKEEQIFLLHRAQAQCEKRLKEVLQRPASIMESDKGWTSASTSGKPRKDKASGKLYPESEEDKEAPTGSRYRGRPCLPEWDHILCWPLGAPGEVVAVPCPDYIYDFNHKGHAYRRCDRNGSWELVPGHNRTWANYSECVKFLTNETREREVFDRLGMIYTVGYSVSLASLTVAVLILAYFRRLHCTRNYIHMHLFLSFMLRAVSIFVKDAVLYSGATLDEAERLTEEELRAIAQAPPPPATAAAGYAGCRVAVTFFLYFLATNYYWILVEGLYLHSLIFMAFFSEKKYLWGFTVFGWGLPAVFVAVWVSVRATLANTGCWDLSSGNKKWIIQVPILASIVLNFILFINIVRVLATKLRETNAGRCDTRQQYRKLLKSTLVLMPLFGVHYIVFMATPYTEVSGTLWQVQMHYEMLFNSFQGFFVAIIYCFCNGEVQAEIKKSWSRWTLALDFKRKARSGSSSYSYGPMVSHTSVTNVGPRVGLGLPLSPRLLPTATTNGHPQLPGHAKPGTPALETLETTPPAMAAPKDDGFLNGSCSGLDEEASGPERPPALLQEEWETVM
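HEK-293-derived GP2 cells expressing PTHR1 and a GloSensor cAMP reporter, 3,000/well, plated overnight, given luciferin plus IBMX (each 0.5 mM as added) for 1 h at 37 °C, then compound for 1 h at 37 °C. Luminescence was read after 15 min at room temperature.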
GLP-1R agonist – agonists of human GLP-1 receptor; P43220; HEK293 GLP-1R CRE-luciferase, luminescence, 4-6 h; cells express a hypersensitive GLP-1R form; Potency, µM (highest dose often 45.6 µM), inactives show at the highest dose activation, most hits filed as activators; 380,000 compounds, 0.007% hits; AID 624172; also: potency is read from the fitted curve at half-maximal effect; % of control where 0% means no effect
HEK293 tox – cytotoxicity counter-screen for GLP-1 receptor inverse agonists; HEK293 cAMP-luciferase reporter cells, luminescence, 24 h; Potency, µM (highest dose often 38.3 µM), for inactives: at the top dose activity change, negative = inhibition, hits mostly inhibitors; AID 624418; 410,000 compounds, 0.13% hits;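 also: loss of luciferase light is scored as toxicity; potency is read from the fitted curve at half-maximal effect; % is scaled to controls: 0 for no effect and ±100 for the full control effect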
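Quantitative HTS format, 1536 wells, 200 cells/uL seeded. Compounds: 23 nL, 24 h, 37 °C. Detection: luciferase reagent, luminescence at 12 min RT; decreased signal taken as cytotoxic.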
TDP-43 yeast inh – inhibitors of TDP-43 toxicity in yeast; Potency, µM (doses to about 46.1 µM), for inactives: at the top dose growth rescue (activation), usual class: activators; 410,000 compounds, 1.8% hits; TDP-43 expressing yeast growth rescue, BacTiter-Glo, 24 h; also: potency is read from the fitted curve at half-maximal effect; % of control where 0% means no effect; nearly all actives have a fitted effect of over 50% in size
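Galactose-induced TDP-43 yeast, OD600=0.02, compound pinned; 24 hr, 30 deg C; BacTiter-Glo luminescence for growth. Inhibitors of TDP-43 toxicity read as activators.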
D3 antag – blocks the human D3 dopamine receptor; D3R cells, DiscoveRx beta-arrestin luminescence, antagonist mode; stronger effect = lower value; max response, negative = inhibition, %; 360,000 compounds, 2.5% hits; AID 652054; in the data active = max response below about -50%; inconclusive = no clear call, values can overlap the other calls; also: % is scaled to controls: 0 for no effect and ±100 for the full control effect; mostly tested at two doses, the higher about 12 µM
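Cells expressing the human receptor were seeded at 1500 cells/well, incubated overnight at 37 degrees C in 5% CO2, then exposed to library compounds with dopamine controls for 90 minutes at 37 degrees C before luminescent detection.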
Starred values were filed as active, the others as inactive; i = inactive; ? = inconclusive; . = no result given; [ ] = remark or other dose. Unless noted, calls follow the shape of the dose curve; as a rule, active = well fitted curve in the direction sought with a large enough effect; inconclusive = small, poorly fitted or top-dose-only effect, or another doubt; inactive = no such curve, though single readings can be large; an effect the other way counts as inactive or inconclusive. Only part of the results is shown. The share of hits here may be higher or lower than overall.

SMILES | KB-V1 MDR tox | GLP1R inv ag | aSyn rescue | DRD3 agonist | PTHR1 agonist | GLP-1R agonist | HEK293 tox | TDP-43 yeast inh | D3 antag
CCOC(=O)c1cc(C)n(CC2CCC(C(=O)Nc3ccccc3OC)CC2)c1C (stereo not drawn) | . | ? | . | -4 | -43%[inhibitor] | . | -11% | 8% | .
COCCNC(=O)Cn1cnc2c(cnn2-c2ccc(OC)cc2)c1=O | 25% | 7% | 10% | -2 | -12% | -5% | 9% | 10% | -2
O=C(NCCSCc1c(F)cccc1Cl)c1ccc(CN2CCOCC2)cc1 | 16µM* | 0% | 9% | 0 | -69%[inhibitor] | 1% | -2% | -2% | 22
CC(=O)NC1(c2cccc(F)c2)CCN(CC(=O)NC(C)C)CC1 | 0% | 1% | -3% | -5 | i | -8% | -19% | -7% | ?
COCCn1c(SCC(=O)Nc2sc(C)c(C)c2C#N)nnc1C(C)C | -22% | 10% | -4% | 0 | i | 1% | -4% | -15% | -3
Cc1ccc(S(=O)(=O)Nc2cccnc2)c(C)c1C | -12% | -1% | 6% | 3 | -23% | -6% | -18% | 13% | 13
COc1ccc(Cl)cc1NC(=O)CSC1=Nc2ccccc2C2=NC(CC(=O)NCc3ccc4c(c3)OCO4)C(=O)N12 (stereo not drawn) | 5% | 1% | . | -9 | -7% | . | 3% | 0% | .
Fc1ccccc1Cn1nnc2c(-n3ccnc3)ncnc21 | 0% | 21% | -5% | 1 | -11%[57.5 µM] | 2% | -10% | 17% | 8
COCCN=C(NS(=O)(=O)c1cccs1)c1ccccc1Cl | -6% | 10% | 1% | -7 | i | -7% | 3% | 11% | 32
CCOc1cc(C(=O)Nc2ccc3nc(Nc4cccc(Cl)c4)cc(C)c3c2)cc(OCC)c1OCC | 1% | 5.6µM* | . | 0 | -10% | -1% | -11% | ? | .
c1ccc(-c2ccc(-c3csnn3)cc2)cc1 | -12% | 13% | 6% | -17 | -7% | -8% | 11% | 27% | -16
COc1ccc(-c2cn3nc(N4CCC(C(=O)Nc5ccc(C)cc5)CC4)sc3n2)cc1 | -7% | 5% | . | -1 | i | . | 0% | 9% | .
COc1ccc(CC(=O)OCC(=O)Nc2ncc(Cl)c(C)c2Cl)cc1 | 0% | 9% | 5% | -1 | i | 0% | -5% | 12% | 0
Cc1cc(C(F)(F)F)nc(SCC(=O)NC2CC3CCC2C3)n1 (stereo not drawn) | -4% | -3% | 7% | 1 | -17%[57.5 µM] | -4% | -5% | 10% | 13
O=C(CSc1nc(-c2ccccc2)cc(C(F)(F)F)n1)NCCN1CCOCC1 | 0% | -28% | 0% | -3 | i | 5% | 10% | -11% | -15
CCN1C(=O)[C@H]2[C@@H](c3ccc(-c4cccc(Cl)c4)c(OC)c3)N3CCC[C@@]3(C(=O)OC)[C@H]2C1=O | 0% | ? | 2% | 0 | -32%[inhibitor] | 13% | 7% | 26% | 1
CNc1ccccc(-c2ccc3cc4c(cc3n2)OCO4)c1=O | -13% | 4% | -4% | 5 | i | -1% | 3% | 2% | 1
O=C(NCc1ccco1)c1ccc2ccccc2n1 | 12% | 12% | -13% | 0 | i | 0% | 1% | 21% | 11
COc1cc2[nH]c(C(=O)NCc3ccccc3)cc2c(OC)c1OC | -20% | 7% | 7% | -10 | i | 4% | -18% | 4% | -105*
COc1cc(OC)cc(C(=O)NCC2CCCN(C(=O)c3csc(C(C)C)n3)C2)c1 (stereo not drawn) | -3% | 9% | 2% | -1 | -2% | -1% | -3% | 17% | -28
O=C(Nc1nc(-c2ccccc2)cs1)c1ccccc1NS(=O)(=O)c1ccc(F)cc1 | 16µM* | ? | -55%[inhibitor] | 2 | -30%[inhibitor] | -4% | ? | -59%[inhibitor] | 1
O=[N+]([O-])c1ccc(-c2csc3[n+]2CCS3)cc1 | -6% | -6% | -15% | -16 | i | 1% | -20% | -28% | 12
CC(C)C(=O)Nc1cc(S(=O)(=O)Nc2ccc(Cl)cc2)ccc1Cl | -15% | ? | 0% | -4 | -71%[inhibitor] | -3% | -13% | ? | -9
O=C(Cn1cnc2c(nnn2Cc2ccc(F)cc2)c1=O)NC1CCCC1 | 4% | 1% | -1% | -3 | -28% | -11% | -1% | -13% | 9
COc1ccc(N(CC(=O)Nc2cc(C)ccc2C)S(=O)(=O)c2c(C)[nH]c(=O)[nH]c2=O)cc1 | 6% | 2% | -3% | 2 | i | -1% | 1% | 3% | 11
Cc1nc(NC(=O)C(C)(C)C)sc1-c1csc(N)n1 | 4% | 21% | -2% | -5 | -19% | 1% | 6% | 13% | 0
Cc1ccc(CN2CC(C(=O)N(CC(C)C)c3c(N)n(Cc4ccccc4)c(=O)[nH]c3=O)CC2=O)cc1 (stereo not drawn) | 5% | 0% | 0% | 0 | i | -13% | -7% | 13% | 4
Cc1c(C(=O)N(C)C)sc(NC(=O)c2cccc([N+](=O)[O-])c2)c1C#N | 0% | 12% | 2% | -2 | -23%[57.5 µM] | 3% | -9% | 8% | -11
O=C(Nc1ccc(C(=O)N2CCOCC2)cc1)Nc1cccc(Cl)c1 | 4% | ? | 5% | 2 | -25% | 6% | -19% | -19% | 3
O=C(Cn1cc(COc2c(F)c(F)c(Br)c(F)c2F)nn1)c1ccc(O)cc1 | 13% | ? | -1% | -18 | i | -3% | -3% | 14% | -8
CCC1(CC)C(=O)C2=C3C1[C@H](C(=O)OC)C=C(C(=O)OC)C[C@H]3[C@H]1C(=O)N(CC(=O)OC)C(=O)[C@H]1[C@H]2C (stereo partly drawn) | 25% | 5% | 3% | 8 | -25% | 0% | -4% | 12% | 15
C=CCn1c(SC(C)C(=O)c2c(N)n(C)c(=O)n(C)c2=O)nnc1-c1ccoc1C (stereo not drawn) | 6% | -17% | 0% | 11 | i | 0% | -8% | 22% | 9
O=C(CCSc1nc2cc(Cl)ccc2o1)N1CCOCC1 | 0% | -1% | -1% | 0 | -47%[inhibitor][57.5 µM] | 16% | 50%[activator] | 17% | 23
CC(=O)Nc1ccc(N2C(=O)CSC2c2ccccc2[N+](=O)[O-])cc1 (stereo not drawn) | 3% | -2%[0.307 µM] | -1% | 2 | -33% | -10% | 5%[0.307 µM] | 9% | 11
CN1CCN(S(=O)(=O)c2cccc(C(=O)N(C)CC(=O)Nc3ccc(F)c(F)c3F)c2)CC1 | -2% | 0% | 2% | 4 | i | -4% | -7% | 0% | -2
CCOC(=O)c1sc(NC(=O)COc2ccc3c(c2)OCO3)nc1C | -15% | 0% | -5% | 6 | i | 0% | 5% | 18% | 10
COc1cccc(/C=N/NC(=O)c2cccc([N+](=O)[O-])c2)c1OS(=O)(=O)c1ccccc1 | 10µM* | 0% | 9% | -1 | i | 7% | -32% | ? | 7
CN(C)C(=O)Nc1cnc2ccccc2c1 | 7% | -1% | -11% | -9 | i | -6% | -13% | -1% | -10
CS(=O)(=O)N(CC(=O)N1CCc2ccccc2C1)c1cccc(F)c1 | -2% | -19% | 5% | -5 | i | 5% | -1% | -2% | 1
COc1ccc(N(CC(=O)N/N=C/c2cccnc2)S(=O)(=O)c2ccccc2)c(OC)c1 | -21% | 22% | -4% | -7 | i | 4% | 3% | -3% | 0
Cc1cccc(NC(=O)COc2coc(CN3CCc4ccccc4C3)cc2=O)c1 | -11% | -64% | 1% | -2 | -20% | 2% | -10% | -19% | -3
Oc1ccc(C=NC2CCCCC2)cc1 | -13% | 5% | -16% | -2 | i | 7% | -4% | -12% | 4
CC(C)Oc1ccc(CNC(=O)CCCN2C(=O)C(c3ccccc3)Oc3cccnc32)cc1 (stereo not drawn) | ? | ? | 7% | 15 | -29% | -4% | -14% | -9% | 11

No new results follow: an excerpt of the list.
SMILES | KB-V1 MDR tox | GLP1R inv ag | aSyn rescue | DRD3 agonist | PTHR1 agonist | GLP-1R agonist | HEK293 tox | TDP-43 yeast inh | D3 antag
CC(=O)Nc1ccc(N2C(=O)CSC2c2ccccc2[N+](=O)[O-])cc1 (stereo not drawn) | 3% | -2%[0.307 µM] | -1% | 2 | -33% | -10% | 5%[0.307 µM] | 9% | 11
CN1CCN(S(=O)(=O)c2cccc(C(=O)N(C)CC(=O)Nc3ccc(F)c(F)c3F)c2)CC1 | -2% | 0% | 2% | 4 | i | -4% | -7% | 0% | -2
CCOC(=O)c1sc(NC(=O)COc2ccc3c(c2)OCO3)nc1C | -15% | 0% | -5% | 6 | i | 0% | 5% | 18% | 10
COc1cccc(/C=N/NC(=O)c2cccc([N+](=O)[O-])c2)c1OS(=O)(=O)c1ccccc1 | 10µM* | 0% | 9% | -1 | i | 7% | -32% | ? | 7
CN(C)C(=O)Nc1cnc2ccccc2c1 | 7% | -1% | -11% | -9 | i | -6% | -13% | -1% | -10
CS(=O)(=O)N(CC(=O)N1CCc2ccccc2C1)c1cccc(F)c1 | -2% | -19% | 5% | -5 | i | 5% | -1% | -2% | 1
COc1ccc(N(CC(=O)N/N=C/c2cccnc2)S(=O)(=O)c2ccccc2)c(OC)c1 | -21% | 22% | -4% | -7 | i | 4% | 3% | -3% | 0
Cc1cccc(NC(=O)COc2coc(CN3CCc4ccccc4C3)cc2=O)c1 | -11% | -64% | 1% | -2 | -20% | 2% | -10% | -19% | -3
